TDP43 rescue: rescues yeast growth from TDP-43 toxicity; TDP-43 expressing yeast growth rescue, BacTiter-Glo, 24 h; Potency, µM (highest dose often 46.1 µM), for inactives: at the highest dose growth rescue (activation), hits mostly activators; 1.8% of 410,000 active; AID 652104; note: potency is the fitted concentration of half-maximal effect; % of control where 0% means no effect; nearly all actives have a fitted effect of over 50% in size
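Yeast expressing TDP-43 (pregrown in raffinose, seeded at OD600=0.02 in galactose medium) exposed to compounds 24 hr at 30 deg C. Growth read by BacTiter-Glo luminescence; rescue of toxicity appears as increased signal.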
aSyn rescue: inhibitors of alpha-synuclein toxicity in yeast; Yeast expressing alpha-synuclein, growth rescue, BacTiter-Glo, 24 h; 0.14% of 370,000 active; Potency, µM (series often up to 46.1 µM), inactives show at the highest dose growth rescue (activation), usual class: activators; note: potency is the fitted concentration of half-maximal effect; % of control where 0% means no effect; nearly all actives have a fitted effect of over 65% in size
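Readout is rescue of growth in alpha-synuclein-expressing yeast, so inhibitors of toxicity appear as activators. Growth after 24 hr at 30 deg C in galactose medium is quantified by luminescence.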
pAkt inh: blocks phosphorylation of Akt; AID 651550; Neuro2A IGF-stimulated pAkt S473 HTRF, 20 min; stronger effect = lower value; 0.32% of 360,000 active; activity change, % for hits at 50 µM; in the data active = activity change below about -80%; inconclusive = mostly about -51% to -80%; note: % is set by controls: 0 for no effect and ±100 for the full control effect
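Neuro2A cells (4,500/well, DMEM with 0.5% FBS) were treated with compound at a single 50 µM final concentration, stimulated with 6 nM IGF for 20 min at 37 °C, and lysed. Phospho-Akt Ser473 was read by HTRF as 665/615 ratio ×10^4.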
GLP-1R inv ag: inverse agonists of human GLP-1 receptor. 1.6% of 410,000 active. HEK293 GLP-1R CRE-luciferase, luminescence, 24 h; GLP-1R form is constitutively active. Potency, µM (titrated, usually from 38.3 µM), without a hit: top-dose activity change, negative = inhibition, usual class: inhibitors; note: potency is the fitted concentration of half-maximal effect; % is set by controls: 0 for no effect and ±100 for the full control effect; nearly all actives have a fitted effect of over 55% in size
Target sequence (P43220 whole entry, looked up): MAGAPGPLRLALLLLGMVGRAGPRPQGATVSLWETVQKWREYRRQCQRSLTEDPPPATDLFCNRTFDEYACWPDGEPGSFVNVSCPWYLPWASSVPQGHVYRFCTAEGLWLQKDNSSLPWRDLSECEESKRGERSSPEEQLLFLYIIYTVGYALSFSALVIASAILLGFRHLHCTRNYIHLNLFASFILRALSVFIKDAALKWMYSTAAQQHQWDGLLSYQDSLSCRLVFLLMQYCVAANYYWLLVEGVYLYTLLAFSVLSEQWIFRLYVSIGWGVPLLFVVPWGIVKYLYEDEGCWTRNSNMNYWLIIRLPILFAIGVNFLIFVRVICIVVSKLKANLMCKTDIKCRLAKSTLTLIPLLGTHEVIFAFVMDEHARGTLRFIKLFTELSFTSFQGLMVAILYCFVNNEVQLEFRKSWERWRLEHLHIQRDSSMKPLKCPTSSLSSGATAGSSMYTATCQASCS
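HEK293 cells stably co-expressing a cAMP-responsive luciferase reporter and constitutively active GLP-1R were seeded, incubated 12 h, then exposed to compounds for 24 h at 37 C. Luminescence was read 12 min after detection reagent; inverse agonists lower signal.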
PTHR1 agonist: PTHR1 (human) receptor agonism. Q03431. AID 743266. HEK293 GP2 PTHR1 cells, GloSensor cAMP luminescence, 1 h. Potency, µM (top dose mostly 115 µM), for the others: top-dose activation, actives largely listed as activators. 0.075% of 410,000 active; note: potency is the fitted concentration of half-maximal effect; nearly all actives have a fitted effect of over 55% in size; some results filed as inactive show a strong effect at the top dose; inactives centre near -15; many of its hits are not listed in these tables
Target sequence (Q03431 whole entry, looked up): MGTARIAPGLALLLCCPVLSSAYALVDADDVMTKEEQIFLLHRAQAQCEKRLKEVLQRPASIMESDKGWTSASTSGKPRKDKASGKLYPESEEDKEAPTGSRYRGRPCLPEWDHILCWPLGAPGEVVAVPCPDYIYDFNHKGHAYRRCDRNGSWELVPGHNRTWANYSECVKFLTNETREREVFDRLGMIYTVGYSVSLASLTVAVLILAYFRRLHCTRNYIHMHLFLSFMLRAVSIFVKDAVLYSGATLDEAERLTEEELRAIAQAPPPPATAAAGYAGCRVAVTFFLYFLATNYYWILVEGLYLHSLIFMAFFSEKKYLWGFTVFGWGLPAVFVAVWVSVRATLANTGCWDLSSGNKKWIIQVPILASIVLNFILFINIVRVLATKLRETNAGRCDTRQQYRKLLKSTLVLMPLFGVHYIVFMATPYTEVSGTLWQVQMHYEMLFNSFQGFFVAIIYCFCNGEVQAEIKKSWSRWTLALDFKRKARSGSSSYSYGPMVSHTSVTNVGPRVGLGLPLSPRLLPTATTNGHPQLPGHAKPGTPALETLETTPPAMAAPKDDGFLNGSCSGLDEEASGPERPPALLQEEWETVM
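HEK-293-derived GP2 cells expressing PTHR1 and a GloSensor cAMP reporter, 3,000/well, plated overnight, given luciferin plus IBMX (each 0.5 mM as added) for 1 h at 37 °C, then compound for 1 h at 37 °C. Luminescence was read after 15 min at room temperature.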
HEK293 tox: cytotoxic in the GLP-1 receptor inverse agonist counter-screen. Potency, µM (top dose mostly 38.3 µM), without a hit: at the top dose activity change, negative = inhibition, hits mostly inhibitors. 0.13% of 410,000 active. HEK293 cAMP-luciferase reporter cells, luminescence, 24 h;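 note: loss of luciferase light is scored as toxicity; potency is the fitted concentration of half-maximal effect; % is set by controls: 0 for no effect and ±100 for the full control effect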
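Seeding density was 200 cells/uL; after overnight-length (12 h) culture, 23 nL compounds went on for 24 h at 37 °C. Readout used a luciferase detection reagent, luminescence taken after 12 min at room temperature.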
FUS suppressor: rescues growth of FUS-expressing yeast; S. cerevisiae FUS-expressing, growth rescue, OD600, 24 h; Potency, µM (top dose mostly 76.6 µM), for inactives: top-dose growth rescue (activation), usual class: activators; 0.24% of 390,000 active; AID 1347120;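 note: potency is the fitted concentration of half-maximal effect; plate controls were DMSO vehicle for no effect and reference control for full effect; nearly all actives have a fitted effect of over 55% in size; some results filed as inactive show a strong effect at the top dose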
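Steps: raffinose overnight preculture; dilution to OD 0.005 in 2% galactose minimal medium; compound addition (concentration series); 24hr at 30C, 99% humidity; absorbance read at 600 nm.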
Mm-Cpn inhibitor: M. maripaludis TRiC chaperonin inhibition | purified Mm-Cpn ATPase, ADP Transcreener TR-FRET | Potency, µM (titrated, usually from 76.9 µM), inactives show at the highest dose activity, negative = inhibition, actives largely listed as inhibitors | 0.031% of 330,000 active | AID 504842; note: potency is the fitted concentration of half-maximal effect; % is set by controls: 0 for no effect and ±100 for the full control effect; nearly all actives have a fitted effect of over 80% in size
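Purified archaeal Mm-CPN (25nM final) preincubated 10 min at 37degC with compound, then 10uM ATP for 30 min at 37degC; ADP measured by HTRF Transcreener TR-FRET; buffer 30 mM TRIS pH 7.4, 100mM KCl, 5mM MgCl2, 1mM DTT.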
Abeta rescue: A-beta toxicity reversal in yeast. yeast expressing A-beta42, growth rescue, OD600, 48 h; response scale: 0% DMSO, 100% iron-clioquinol control. Potency, µM (highest dose often 46.1 µM), for the others: at the highest dose growth rescue, hits mostly activators. 0.063% of 410,000 active; note: potency is the fitted concentration of half-maximal effect; nearly all actives have a fitted effect of over 55% in size
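Growth rescue measured by 600 nm absorbance after 48 h yeast culture at 30 C with compound. Values normalized between DMSO and an equimolar ferric chloride plus clioquinol control.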
Numbers without * were called inactive; i = inactive; u = inconclusive; x = not tested or not shown; & = joins results of further samples; [ ] = dose if it differs, or a comment. Unless noted, calls come from the whole dose curve; as a rule, active = well fitted curve in the direction sought with a large enough effect; inconclusive = small, poorly fitted or top-dose-only effect, or another doubt; inactive = no such curve, though single readings can be large; an effect the other way counts as inactive or inconclusive. A portion of the library, so the mix of outcomes need not match the whole.

SMILES	TDP43 rescue	aSyn rescue	pAkt inh	GLP-1R inv ag	PTHR1 agonist	HEK293 tox	FUS suppressor	Mm-Cpn inhibitor	Abeta rescue
CC1(C)OC(c2ccccc2)=C/C(=C/C=C2C(=O)NC(=O)NC2=O)O1	-18%	-16%	i	8%	i	x	12%	-1%	-21%
O=c1c2ccccc2cnn1Cc1n[nH]c(=S)n1C1CC2CCC1C2 (stereo unspecified)	-6%	-1%	i	-23%	-35%[inhibitor]	-5%	-1%	-2%	5%
Cc1cccc(-n2c(C)nc3ccccc3c2=O)n1	-7%	-7%	i	10%	i	-8%	-10%	1%	1%
COC(=O)C1=C(c2ccc(F)cc2OCc2ccccc2)C[C@@H]2CC[C@H]1N2C(=O)NC1CCCCC1	9%	-7%	i	u	-12%	5%	5%	-1%	2%
COc1ccc(C)cc1NC1=NCCCS1	-11%[9.22 µM]	0%	i	-6%	-23%	-1%	16%	-1%	2%
NP(=O)(Oc1ccccc1)Oc1ccccc1	-8%	-16%	i	12%	-4%	1%	-14%	x	3%
CCOC(=O)[C@]12Cc3ccccc3[C@H]1N(Cc1ccccc1)C(=O)c1cc(F)c(F)cc12	u	-8%	i	u	-5%	-11%	21%	x	-9%
COC(=O)C1=C(c2ccc(OC)c(OC)c2)C[C@@H]2CC[C@H]1N2C(=O)N1CCC(C)CC1	9%	1%	i	2%	i	3%	2%	0%	8%
O=C1C(=O)C(Cl)=C(Cl)C(Cl)=C1Cl	4%	u	x	10%	i	-6%	4%	x	29%
CC(C)C[C@H](NP(=O)(O)O[C@@H]1O[C@@H](C)[C@H](O)[C@@H](O)[C@H]1O)C(=O)N[C@@H](Cc1c[nH]c2ccccc12)C(=O)O	12%	1%	i	9%	6%	2%	-27%	2%	-7%
NC(=S)N/N=C\c1c2ccccc2cc2ccccc12	20µM*	u	i	u	-8%	u	26%	-2%	u
Cn1c(O)c(C=NCc2ccco2)c(=O)n(C)c1=O	-18%	-2%	i	8%	i	-7%	-19%	-1%	12%
S=c1[nH]nc(-c2ccccc2)n1C1C=CCCC1 (stereo unspecified)	u	1%	i	-5%	-2%[57.5 µM]	u	7%	-1%	12%
COc1ccc(-c2coc3c(C(=O)Nc4cc(OC)c(OC)c(OC)c4)cccc23)c(C)c1	u	-5%	i	4.5µM*	-45%[inhibitor]	-21%	2%	x	-3%
Cc1cc(C=C2C(=O)NC(=O)NC2=O)c(C)n1-c1cccnc1	-13%	1%	i	1%	i	5%	-6%	0%	-15%
CC(C)CNC(=O)/C=C/C=C/CCCCCC/C=C/c1ccc2c(c1)OCO2	25%	-6%	i	-1%	-53%[inhibitor]	5%	-7%	1%	9%
Cc1ccsc1C(=O)C1CCCN(CCO)C1 (stereo unspecified)	-9%	2%	i	-3%	i	-3%	3%	-10%	-6%
O=C(CN1CCN(S(=O)(=O)c2ccc3ccccc3c2)CC1)NC(=O)NC1CCCCC1	-1%	u	i	u	i	-6%	u	0%	18%
CC[n+]1c(-c2ccccc2)c2cc(N)ccc2c2ccc(N)cc21	-10%	-3%&5%	i	5.6µM*	i	u	x	x	-26%
CNC(C(=O)c1ccccc1)C(OC(C)C)c1ccc(Cl)cc1 (stereo unspecified)	-9%	-1%	i	-20%	-4%[57.5 µM]	11%	18%	0%	-25%

The last 2 entries of the section before lead into the next.
SMILES	TDP43 rescue	aSyn rescue	pAkt inh	GLP-1R inv ag	PTHR1 agonist	HEK293 tox	FUS suppressor	Mm-Cpn inhibitor	Abeta rescue
CC[n+]1c(-c2ccccc2)c2cc(N)ccc2c2ccc(N)cc21	-10%	-3%&5%	i	5.6µM*	i	u	x	x	-26%
CNC(C(=O)c1ccccc1)C(OC(C)C)c1ccc(Cl)cc1 (stereo unspecified)	-9%	-1%	i	-20%	-4%[57.5 µM]	11%	18%	0%	-25%
O=[N+]([O-])c1ccc(C(c2ccc([N+](=O)[O-])cc2)c2ccc([N+](=O)[O-])cc2)cc1	-19%	7%	i	u	-24%	-4%	20%	x	u
COc1ccc(C(CNC(=O)c2ccc3c(c2)CCC3)N(C)C)cc1 (stereo unspecified)	-15%	-4%	i	u	i	-3%	14%	0%	7%
CC(ON1CC1(C(F)(F)F)C(F)(F)F)(C(N)=O)C(N)=O (stereo unspecified)	4%	-6%	i	10%	-20%	3%	x	-2%	6%
CCn1cc(C(=O)c2cccs2)c2ccccc21	1%	6%	i	-5%	-27%	5%	-12%	-8%	0%
COC(=O)C1=C(c2ccc(F)cc2OCc2ccccc2)C[C@@H]2CC[C@H]1N2C(=O)NC1Cc2ccccc2C1	19%	8%	i	u	i	7%	u	-2%	-9%
CCOc1cc(/C=N/Nc2nnc(C)n2N)ccc1OC(C)=O	0%	-9%	i	u	-23%	u	7%	-3%	-23%
Cc1cccc(OP(=O)(Nc2cccnc2)Oc2cccc(C)c2)c1	6%	11%	i	u	-8%	6%	19%	0%	16%
Cn1c(=O)cc(OCC(=O)N2CCN(C3CCCCC3)CC2)c2ccccc21	-5%	12%	i	18%	-29%	-7%	-21%	-1%	-13%
COc1ccc(C2(C#N)CCN(C)CC2)cc1	14%	-6%	i	14%	i	-1%	x	2%	-11%
CSc1nc(NC(C)C)nc(NC(C)C)n1	16%	-13%	i	11%	i	4%	-7%	x	16%
O=C(COc1cccc(Cl)c1)N1CCN(CCc2ccncc2)CC1	8%	x	x	-23%	i	-5%	-4%	x	-10%
Cc1ccc2c(=O)n3c(nc2c1)C(Cc1ccc(O)cc1)NC(=O)c1cc2ccccc2cc1-3 (stereo unspecified)	u	4%	i	u	-18%	u	u	x	10%
O=S(=O)(c1ccccc1)c1ccccc1/C=N\O	11%	13%	i	7%	-25%	91%[activator]	-24%	2%	u
C=CCN1C(=O)/C(=C/c2ccc3c(c2)CCCN3CCC)C(=O)NC1=S	1%	2%	i	-4%	-48%[inhibitor]	12%	u	-2%	8%
C[N+](C)(C)CC1CCCc2ccccc2C1=O (stereo unspecified)	26%	-5%	i	-7%	-30%	-30%	x	x	-16%
Cc1[nH]c2ccccc2c1C(=O)C(=O)N1CCC2(CC1)OCCO2	7%	-2%	i	10%	i	21%	-14%	-6%	-1%
COc1cccc(C(=O)C2CCCN(Cc3ccc4nsnc4c3)C2)c1 (stereo unspecified)	-9%[1.82 µM]	7%	i	u	-20%	-3%	-6%	-26%	6%
O=C(CCN1CCN2CCCC2C1)N1c2ccccc2Sc2ccc(Cl)cc21 (stereo unspecified)	-1%	4%	i	u	-27%	u	2%	0%	12%
Cc1ccc2cccc(OC(=O)N3CCCC3)c2n1	0%	14%	i	-30%	i	4%	12%	0%	13%
CN(C(=O)COC(=O)c1ccc([N+](=O)[O-])cc1Cl)C1CCCCC1	0%	7%	i	-25%	-34%[inhibitor]	-22%	-2%	2%	14%
CCn1c(O)c(C(=O)CC2NCCc3ccccc32)c(=O)n(CC)c1=S (stereo unspecified)	3%	-25%	i	15%	-5%[57.5 µM]	2%	15%	-3%	4%
O=C(Nc1ccc2nc3ccccc3nc2c1)c1ccccc1	-19%	7%	i	16%	-28%	166%[activator]	x	-4%	3%
CC(=O)N1CCN(CCN=Cc2c(O)n(-c3ccc(C)cc3)c(=S)[nH]c2=O)CC1	-14%	1%	i	6%	-15%	-8%	3%	-1%	-8%
O=C(Nc1cccc(Cl)c1)OC1CN2CCC1CC2 (stereo unspecified)	17%	-2%	i	-26%	-39%[inhibitor]	17%	-15%	-1%	-4%
O=S1(=O)N(Cc2ccccc2)CCCN1Cc1ccc(F)cc1Cl	-20%	x	x	u	-20%	0%	39%	x	-17%

An excerpt of these results, with two lines to a compound.
Second line of a record – TDP43 rescue	aSyn rescue	pAkt inh	GLP-1R inv ag	PTHR1 agonist	HEK293 tox	FUS suppressor	Mm-Cpn inhibitor	Abeta rescue
C[N+](C)(C)CC1CCCc2ccccc2C1=O (stereo unspecified)
→ 26%	-5%	i	-7%	-30%	-30%	x	x	-16%
Cc1[nH]c2ccccc2c1C(=O)C(=O)N1CCC2(CC1)OCCO2
→ 7%	-2%	i	10%	i	21%	-14%	-6%	-1%
COc1cccc(C(=O)C2CCCN(Cc3ccc4nsnc4c3)C2)c1 (stereo unspecified)
→ -9%[1.82 µM]	7%	i	u	-20%	-3%	-6%	-26%	6%
O=C(CCN1CCN2CCCC2C1)N1c2ccccc2Sc2ccc(Cl)cc21 (stereo unspecified)
→ -1%	4%	i	u	-27%	u	2%	0%	12%
Cc1ccc2cccc(OC(=O)N3CCCC3)c2n1
→ 0%	14%	i	-30%	i	4%	12%	0%	13%
CN(C(=O)COC(=O)c1ccc([N+](=O)[O-])cc1Cl)C1CCCCC1
→ 0%	7%	i	-25%	-34%[inhibitor]	-22%	-2%	2%	14%
CCn1c(O)c(C(=O)CC2NCCc3ccccc32)c(=O)n(CC)c1=S (stereo unspecified)
→ 3%	-25%	i	15%	-5%[57.5 µM]	2%	15%	-3%	4%
O=C(Nc1ccc2nc3ccccc3nc2c1)c1ccccc1
→ -19%	7%	i	16%	-28%	166%[activator]	x	-4%	3%
CC(=O)N1CCN(CCN=Cc2c(O)n(-c3ccc(C)cc3)c(=S)[nH]c2=O)CC1
→ -14%	1%	i	6%	-15%	-8%	3%	-1%	-8%
O=C(Nc1cccc(Cl)c1)OC1CN2CCC1CC2 (stereo unspecified)
→ 17%	-2%	i	-26%	-39%[inhibitor]	17%	-15%	-1%	-4%
O=S1(=O)N(Cc2ccccc2)CCCN1Cc1ccc(F)cc1Cl
→ -20%	x	x	u	-20%	0%	39%	x	-17%
